Screening results from PubChem.
GAA spleen mod: lysosomal alpha-glucosidase (human) modulation. P10253. human spleen homogenate, 4-MU-alpha-glucoside fluorescence. Potency, µM (highest dose often 79.9 µM), without a hit: at the top dose activity change, negative = inhibition, most hits filed as inhibitors. 0.006% of 240,000 active. AID 2112;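 further: 0% = enzyme with vehicle and -100% = no enzyme basal signal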
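Compounds were titrated against alpha-glucosidase in spleen homogenate at pH 5.0, with 1 mM 4-methylumbelliferyl substrate for 40 min at 37 C. Reactions were quenched with pH 10 NaOH/glycine and fluorescence measured.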
GAA glycogen mod: inhibitors or activators of human alpha-glucosidase glycogen cleavage; P10253; recombinant GAA, glycogen substrate, Amplex Red glucose oxidase fluorescence; Potency, µM (titrated, usually from 76.4 µM), without a hit: at the top dose activity change, negative = inhibition, most hits filed as inhibitors; 0.38% of 300,000 active;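 further: 0% = full enzyme reaction and -100% = no-enzyme basal signal; the screen sought inhibitors and activators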
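Recombinant enzyme (4 nM final) with compounds titrated up to 77 uM and bovine liver glycogen (30 ug) in citrate pH 5.0, 0.01% Tween-20, 37 C 40 min. Released glucose detected by Amplex Red/glucose oxidase (Ex 573/Em 610); AC50 from Hill fits.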
IMPase Li cell: cell-permeable IMPase inhibitors with lithium potentiation; CHO-M1 cells, IP1 TR-FRET (IP-One), carbachol + lithium; Potency, µM (top dose mostly 59.4 µM), for inactives: at the top dose activity, negative = IMPase inhibition, hits mostly inhibitors; 0.35% of 210,000 active; AID 1457;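 further: IP1 builds up when IMPase is blocked and the TR-FRET signal falls; plate controls were basal vehicle for no effect and high inhibitor control for full effect; nearly all actives have a fitted effect of over 50% in size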
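Steps: plate 2000 CHO-M1 cells per well and culture 16–30 h; add compound and lithium; incubate 30 min, 37C; add d2-IP1 tracer and Eu cryptate anti-IP1 antibody in lysis buffer; read after 10 min at room temperature.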
HTT aggregate: reduces HttQ103-GFP aggregates in PC12 cells; Potency, µM (titrated, usually from 46.1 µM), without a hit: top-dose activity change, negative = inhibition, most hits filed as inhibitors; AID 1688; 1.1% of 220,000 active; PC12 HttQ103-GFP aggregates, Acumen cytometry, 40 h; further: on the % scale 0 is the no-effect control and ±100 the full control effect; nearly all actives have a fitted effect of over 60% in size
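Using laser scanning cytometry, GFP-positive aggregates were counted after lysis of PC12 cells induced with 100 nM tebufenozide to express HTT exon 1 Q103–GFP. Compounds were tested in titration.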
GAA inhib: inhibitors of human lysosomal alpha-glucosidase. Potency, µM (doses to about 76.9 µM), for the others: at the highest dose activity change, negative = inhibition, most hits filed as inhibitors. 0.005% of 200,000 active. purified human GAA, 4-MU-alpha-glucoside fluorescence. P10253;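 further: plate controls were uninhibited enzyme wells for no effect and no-enzyme background for full effect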
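Read-out is 4-methylumbelliferone fluorescence (Ex 365/Em 440 nm) after NaOH/glycine stop at pH 10. Enzyme 4 nM, substrate 400 uM, pH 5.0 citrate buffer, 20 min room temperature; AC50 from Hill-equation concentration-response.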
GoLoco inh red: inhibitors of human Gai1-RGS12 GoLoco interaction (red fluorophore); P63096; Gai1:RGS12 GoLoco peptide FP, rhodamine, 10 min; Potency, µM (series often up to 61.6 µM), for inactives: top-dose activity, negative = inhibition, most hits filed as inhibitors; 0.44% of 230,000 active; AID 880; active means well fitted inhibition curve with a large enough effect, not every such curve was filed as active; inactive means no such curve, though single readings can be large or run the other way; further: on the % scale 0 is the no-effect control and ±100 the full control effect; nearly all actives have a fitted effect of over 30% in size; many of its hits are not listed in these tables
Target sequence (P63096 whole entry, looked up): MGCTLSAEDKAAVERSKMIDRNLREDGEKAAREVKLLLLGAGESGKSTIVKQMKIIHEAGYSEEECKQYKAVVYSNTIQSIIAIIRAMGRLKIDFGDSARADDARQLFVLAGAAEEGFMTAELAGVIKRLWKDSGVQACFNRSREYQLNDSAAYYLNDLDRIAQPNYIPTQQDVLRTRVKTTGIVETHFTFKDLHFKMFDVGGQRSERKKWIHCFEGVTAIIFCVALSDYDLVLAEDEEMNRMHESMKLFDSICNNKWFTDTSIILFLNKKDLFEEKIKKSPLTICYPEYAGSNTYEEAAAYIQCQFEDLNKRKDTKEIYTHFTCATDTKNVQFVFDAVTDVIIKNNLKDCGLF
HTT ATP protect: protects HTT-Q103 PC12 cells, measured by ATP | Potency, µM (series often up to 56.4 µM), for the others: cytoprotection (ATP increase), most hits filed as activators | AID 1471 | PC12 HTT-Q103 induced, cytoprotection, ATP luminescence, 40 h | 0.14% of 230,000 active;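 further: % of control where 0% means no effect; nearly all actives have a fitted effect of over 45% in size; toxic huntingtin expression switched on by the ecdysone agonist tebufenozide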
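Stable PC12 Q103-GFP cells in serum-supplemented, phenol red-free DMEM; induction by tebufenozide at 100 nM final; compound dose series; cell viability quantified luminescently from ATP.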
* hit, by the source's call; ? = inconclusive; · = no result given; [ ] = another dose, or the depositor's remark. Unless noted, the call rests on the fitted dose curve; in most records, active means well fitted curve in the direction sought with a large enough effect; inconclusive means small, poorly fitted or top-dose-only effect, or another doubt; inactive means no such curve, though single readings can be large; an effect the other way counts as inactive or inconclusive. Potency means the concentration at half of the fitted maximal effect. An excerpt; rates above refer to the full screens.

cpd	smiles	GAA spleen mod	GAA glycogen mod	IMPase Li cell	HTT aggregate	GAA inhib	GoLoco inh red	HTT ATP protect
1	CC(=O)c1ccc(-c2ccc(/C=C(/Sc3n[nH]c(C)n3)C(=O)O)o2)cc1	-4%	-2%	·	-1%[9.22 µM]	?	0%	-1%[10 µM]
2	CCC(C)C(=O)OC1CCC=C2C=CC(C)C(CCC3CC(O)CC(=O)O3)[C@@H]21 (stereo partly drawn)	11%	·	3%	-30%	·	6%	-49%[inhibitor]
3	CC(C)(C)CC(C)(C)N=C1NS(=O)(=O)c2cc([N+](=O)[O-])ccc21	2%	-8%	-2%	-2%	-3%	14%	-32%[inhibitor]
4	O=S(=O)(Nc1nc2ccccc2nc1Cl)c1ccc(Cl)cc1	-4%	1%	-26%	6%	3%	10%	5%[0.074 µM]
5	O=C1NC2=C(C(=O)CCC2)C(c2ccc3ncccc3c2)N1 (stereo not drawn)	-6%	3%	23%[38.3 µM]	-5%	-12%	6%	15%
6	CC(C)(C)NC(=O)NC(=O)COc1ccc(Br)cc1Br	-3%	2%	8%	12%	-8%	-9%	-8%[10 µM]
7	NS(=O)(=O)c1ccc(CCNC(=O)C(=O)c2c[nH]c3ccccc23)cc1	-3%	-6%	1%	-17%	1%	5%	·
8	Cc1ccc2c(Cl)c(C(=O)Nc3cc(C)on3)sc2c1	1%	0%	-8%[38.3 µM]	-16%	-8%	5%	-20%

One compound at a time (already shown). Values in the order: GAA spleen mod | GAA glycogen mod | IMPase Li cell | HTT aggregate | GAA inhib | GoLoco inh red | HTT ATP protect
`Cc1ccc2c(Cl)c(C(=O)Nc3cc(C)on3)sc2c1` across the screens: 1% | 0% | -8%[38.3 µM] | -16% | -8% | 5% | -20%
`CCC(C)C(=O)OC1CCC=C2C=CC(C)C(CCC3CC(O)CC(=O)O3)[C@@H]21` (stereo partly drawn) across the screens: 11% | · | 3% | -30% | · | 6% | -49%[inhibitor]
`CC(C)(C)NC(=O)NC(=O)COc1ccc(Br)cc1Br` across the screens: -3% | 2% | 8% | 12% | -8% | -9% | -8%[10 µM]
`CC(=O)c1ccc(-c2ccc(/C=C(/Sc3n[nH]c(C)n3)C(=O)O)o2)cc1` across the screens: -4% | -2% | · | -1%[9.22 µM] | ? | 0% | -1%[10 µM]

Next entries follow:
cpd	smiles	GAA spleen mod	GAA glycogen mod	IMPase Li cell	HTT aggregate	GAA inhib	GoLoco inh red	HTT ATP protect
9	CCOC(=O)c1c(NC(=O)C(=O)N/N=C/c2ccccc2OC)sc2c1CCCCC2	-4%	4%	-4%	-7%	-2%	0%	14%[10 µM]
10	COc1cc2c(cc1OC)C(c1cccc([N+](=O)[O-])c1)N(C(=O)c1ccc(F)cc1)CC2 (stereo not drawn)	-12%	-13%	0%[38.3 µM]	2%	-4%	12%	-18%
11	O=c1c2ccccc2cnn1CCOc1ccccc1	-3%	3%	9%	7%	0%	5%	26%[0.074 µM]
12	CC(Oc1ccc(Cl)cc1)C(=O)Nc1nccs1 (stereo not drawn)	-4%	-1%	-7%[38.3 µM]	-5%	?	-9%	6%
13	COc1ccccc1CNCC(O)(c1ccc(Cl)cc1)c1ccc(Cl)cc1	-5%	0%	12%[38.3 µM]	-31%	-1%	1%	-38%
14	Cc1cc(NC(=O)COc2ccc(Cl)cc2Cl)n(-c2ccccc2)n1	0%	7%	0%[38.3 µM]	24%	-6%	-2%	8%
15	O=C(c1ccccc1)C1O[C@H]1c1ccccc1 (stereo partly drawn)	-1%	·	7%	·	·	7%	-51%
16	COc1ccc(NC(C)=O)cc1NC(C)C(=O)Nc1ccccc1F (stereo not drawn)	-5%	3%	-9%[38.3 µM]	7%	1%	-1%	-23%[10 µM]
17	COCCCn1c(-c2ccccc2Cl)n[nH]c1=S	1%	-10%	-13%[38.3 µM]	-12%	7%	-7%	1%
18	Cc1ccc(-c2cc(C(=O)Nc3ccccc3C)c3ccccc3n2)o1	-10%	1%	1%	23%	4%	-4%	?
19	Cn1c(Cl)nc2ccccc21	-3%	4%	32%[38.3 µM]	-7%	-3%	0%	-3%
20	CC(C)N=C(NC#N)SCC(=O)NC(C)(C)C	-3%	8%	-3%[38.3 µM]	8%	-1%	5%	9%
21	CC(C)CN1CCN(Cc2ccc(Oc3ncccn3)cc2)CC1CCO (stereo not drawn)	-3%	1%	·	20%[9.22 µM]	·	4%	22%[10 µM]
22	O=C(NCCNC1CCC(c2ccccc2)CC1)c1ccc(F)cc1 (stereo not drawn)	-3%	7%	13%	·	-3%	-27%	·
23	O=C(O)/C=C/C(=O)NCCC(c1ccccc1)c1ccccc1	-1%	4%	·	0%[9.22 µM]	·	2%	-7%[10 µM]
24	Clc1ccc(-c2nnc3n2CCCC3)cc1	-1%	-1%	8%[38.3 µM]	14%	-5%	5%	7%
25	Cc1ccc(-n2c(C)cc(/C=N/NC(=O)CC3(C)OCCO3)c2C)cc1	-5%	17%	-1%	-8%	0%	10%	8%[10 µM]
26	CCN(CC)CCN1C(=O)C(=O)/C(=C(/O)c2c(C)[nH]c(C(=O)OC)c2C)C1c1ccc(C)o1 (stereo not drawn)	-7%	0%	·	10%[9.22 µM]	13%	1%	7%[10 µM]
27	CC/C(=N\NC(=O)Nc1nonc1N)c1ccc(OC)c(OC)c1	0%	0%	·	-7%[9.22 µM]	·	30%	0%[10 µM]
28	CCOc1nc(NCCC2=CCCCC2)nc(N2CCOCC2)n1	5%	5%	3%	4%	-3%	1%	20%[10 µM]
29	CCC1CCCCN1C(=O)CSc1nnc(CNC(=O)c2cc(OC)c(OC)c(OC)c2)o1 (stereo not drawn)	-2%	2%	24%[38.3 µM]	6%	-1%	-4%	-12%
30	CCCCOc1ccc(/C=C/C(=O)Nc2ccc(C(N)=O)cc2)cc1	-8%	-2%	-3%	10%	1%	5%	·
31	O=S1(=O)N=C(SCCO)c2ccccc21	3%	16%	·	10%	6%	·	-15%
32	COc1cccc(C2=NOC(C(=O)NCC3CCCO3)C2)c1 (stereo not drawn)	1%	3%	18%[38.3 µM]	6%	3%	4%	0%
33	Cc1ccc(CC(=O)Nc2ccc(OC(F)F)c(Cl)c2)cc1C	-4%	11%	5%	?	-10%	-1%	23%[10 µM]
34	CN(C)C(=O)c1nc2ccc(Cl)cn2c1CN1CCN(c2ncccn2)CC1	0%	3%	13%	-1%[9.22 µM]	14%	-8%	0%[10 µM]
35	CN(C)c1ccc(/C=N/NC(=O)CNC(=O)c2ccc3c(c2)OCCO3)cc1	6%	8%	7%	11%	?	7%	-71%[inhibitor]
36	COc1ccc(-c2csc(NC3OC(=O)c4ccccc43)n2)cc1 (stereo not drawn)	-3%	-3%	·	-7%[9.22 µM]	·	7%	-29%[10 µM]
37	COc1cc(/C=N/NC(=O)C(=O)NCc2cccnc2)cc(OC)c1OC	2%	0%	-7%	5%	-1%	10%	25%[10 µM]
38	Nc1nc2[nH]c(=O)c(=O)[nH]c2c(=O)[nH]1	5%	·	0%	·	·	8%	·
39	CCc1cccc(CC)c1NC(=O)CSc1nnc(CCC(=O)O)c(=O)[nH]1	-2%	1%	-8%	19%	0%	0%	·
40	Cc1ccc(CSc2nnc(C)c(=O)n2N)cc1	-5%	3%	-1%	-3%	-1%	13%	6%[10 µM]
41	Cn1c(=O)c2c(nc(NCCNC(=O)c3ccco3)n2Cc2ccccc2Cl)n(C)c1=O	1%	9%	42%[activator][38.3 µM]	3%	3%	12%	-11%
42	Cc1cccc(N(C(=O)CNC(=O)c2ccco2)C(C(=O)NC2CCCC2)c2cccnc2)c1 (stereo not drawn)	-6%	1%	-11%[38.3 µM]	14%	2%	7%	-18%
43	O=C(NC1CCCCCCC1)c1cc(F)c(F)cc1Cl	-9%	5%	4%	-17%	12%	2%	-50%[inhibitor]
44	COc1ccc(C2=NOC(C(=O)Nc3cc(C)on3)C2)cc1OC (stereo not drawn)	0%	0%	·	-1%[9.22 µM]	·	2%	-8%[10 µM]
45	CN(c1ccccc1C(=O)N1CCCC1)S(C)(=O)=O	-3%	0%	-13%[38.3 µM]	7%	0%	-7%	4%[10 µM]
46	COc1ccc(S(=O)(=O)N2CCCCCC2)cc1NC(=O)Cc1ccccc1	3%	5%	6%	7%	-3%	1%	·
47	O=C(OCc1nnc(-c2ccccc2)o1)c1cc(=O)c2ccccc2o1	-2%	5%	-2%[38.3 µM]	15%	-6%	-9%	-20%
48	Cc1ccc(-c2noc(-c3ccno3)n2)cc1	2%	-1%	·	-1%[9.22 µM]	-3%[15.4 µM]	-3%	22%[10 µM]
49	CCOC(=O)C(C)On1c(SC(C)C(=O)OCC)nc2ccccc2c1=O (stereo not drawn)	-1%	-6%	1%	2%	9%	2%	6%[0.074 µM]
50	COCCNC(=S)N1CCc2cc(OC)c(OC)cc2C1COc1ccc(C(C)C)cc1 (stereo not drawn)	-2%	-11%	5%	-9%	1%	0%	25%[10 µM]
51	COc1ccc2c3c1OC1CC(O)C=CC31CCN(C)C2 (stereo not drawn)	-6%	-1%[76.3 µM]	·	35%[9.22 µM]	·	5%	-13%[10 µM]
52	COc1ccc(/C(C)=N\Nc2nc(-c3ccc(Cl)cc3)cc(C(F)(F)F)n2)cc1OC	-15%	-6%	0%	-23%	7%	1%	-30%[10 µM]
53	O=C1C2C3C=CC(C3)C2C(=O)N1c1n[nH]c(-c2ccccc2)n1 (stereo not drawn)	-6%	-23%	22%[38.3 µM]	0%	-3%	10%	-5%
54	CCOC(=O)C1=C(C)OC(N)=C(C#N)C1c1cc(C)sc1C (stereo not drawn)	0%	-16%	14%[38.3 µM]	22%	4%	6%	-4%
55	CCOC(=O)C1=C(C)NC(C)=C(C(=O)OCC)C1c1cc2ccc(C)cc2[nH]c1=O	-7%	2%	-2%[38.3 µM]	-20%	-5%	2%	-18%[10 µM]
56	COc1ccc(C(=O)/C=C/c2ccc(F)cc2)c(OC(=O)c2ccc([N+](=O)[O-])cc2)c1	-16%	-4%	10%	?	-5%	-4%	15%[10 µM]
57	CCn1cc(Br)c(C(=O)NCc2ccco2)n1	5%	-3%	-12%[38.3 µM]	5%	-2%	11%	-9%
58	COc1ccc(-c2cc(C(=O)NCCCn3ccnc3)no2)cc1OC	5%	3%	7%[38.3 µM]	6%	1%	-2%	11%
59	CN1CCN(CCCN2c3ccccc3Sc3ccccc32)CC1	3%	·	20%	·	·	1%	-15%
60	COc1cccc(NC(=O)N(Cc2cc3cc(C)cc(C)c3[nH]c2=O)CC2COCCO2)c1 (stereo not drawn)	-6%	-2%	2%[38.3 µM]	4%	-22%	4%	-39%[inhibitor]
